Compound activity: PubChem BioAssay, The Scripps Research Institute Molecular Screening Center
MITF primary: inhibitors of human MITF. AlphaScreen MITF homodimerization, bead proximity signal. inhibition, % at 2.6 µM. hit rate 0.91% among 650,000. AID 1259374; in the data active means inhibition above about 50%;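 further: 0% = vehicle wells with protein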
Target sequence (O75030 whole entry, looked up): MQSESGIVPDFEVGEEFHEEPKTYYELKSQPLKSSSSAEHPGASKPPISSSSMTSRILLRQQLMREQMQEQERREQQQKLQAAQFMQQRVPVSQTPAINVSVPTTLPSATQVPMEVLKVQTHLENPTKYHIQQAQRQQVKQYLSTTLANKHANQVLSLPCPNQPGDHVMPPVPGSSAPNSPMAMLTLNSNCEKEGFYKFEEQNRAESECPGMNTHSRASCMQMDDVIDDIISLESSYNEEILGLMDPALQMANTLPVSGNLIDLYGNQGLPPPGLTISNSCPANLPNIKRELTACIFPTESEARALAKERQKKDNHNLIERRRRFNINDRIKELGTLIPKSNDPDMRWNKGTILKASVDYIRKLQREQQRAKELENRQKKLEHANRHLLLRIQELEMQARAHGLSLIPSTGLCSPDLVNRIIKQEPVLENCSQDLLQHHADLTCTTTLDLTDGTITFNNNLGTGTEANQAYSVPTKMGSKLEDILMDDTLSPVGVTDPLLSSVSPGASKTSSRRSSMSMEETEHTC
TEAD-YAP inh: TEAD-YAP interaction inhibition; HEK-TIYL cells, TEAD-Gal4/YAP UAS-luciferase luminescence; inhibition, % at 9.12 µM; hit rate 1.4% among 640,000; in the data active means inhibition above about 32%;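 further: 0% = median of test compound wells and 100% = reference inhibitor wells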
GPR151 activ: activators of human GPR151 | hit rate 1% among 650,000 | activation, % at 11.2 µM | Q8TDV0 | PathHunter beta-arrestin GPR151 cells, luminescence; in the data active means activation above about 4.9%;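 further: 0% = median of compound wells and 100% = cells with positive control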
Target sequence (Q8TDV0 whole entry, looked up): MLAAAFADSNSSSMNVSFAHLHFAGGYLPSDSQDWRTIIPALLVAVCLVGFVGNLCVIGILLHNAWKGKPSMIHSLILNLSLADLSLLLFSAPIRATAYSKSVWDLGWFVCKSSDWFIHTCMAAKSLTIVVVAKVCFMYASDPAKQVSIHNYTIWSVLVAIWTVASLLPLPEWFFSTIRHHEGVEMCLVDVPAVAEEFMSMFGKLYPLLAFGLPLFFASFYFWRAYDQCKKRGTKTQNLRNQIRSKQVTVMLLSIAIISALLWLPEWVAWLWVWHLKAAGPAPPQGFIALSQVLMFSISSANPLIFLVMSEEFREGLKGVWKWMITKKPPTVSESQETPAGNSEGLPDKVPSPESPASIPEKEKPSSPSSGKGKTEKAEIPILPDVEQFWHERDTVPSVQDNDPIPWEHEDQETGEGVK
FBW7 activator: human FBW7 E3 ligase activation, primary screen. Q969H0. normalized activity (activation), % at 26.1 µM. AlphaScreen FBW7–phospho-cyclin E peptide binding, activator screen. hit rate 0.13% among 650,000; in the data active means normalized activity above about 1.9%;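 further: purified mutant Fbw7 with reduced substrate affinity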
* = called active by the depositor; i = inactive. Hits appear at their usual frequency; 3.4% or so of the library scored in one or more.

SMILES	MITF primary	TEAD-YAP inh	GPR151 activ	FBW7 activator
CC(C)C(O)c1ccc2c(c1)CN(Cc1cccnc1)CCO2 (centres undefined)	14	-1	-1.5	0.0
CCC(OC(=O)c1ccco1)C(=O)NCc1ccc(OC)cc1 (centres undefined)	13	3	0.2	0.2
CN1C(C(=O)c2ccccc2)=C(NC(=O)c2ccccc2Cl)c2ccccc2S1(=O)=O	-2	5	-2.0	0.1
CC(=O)Cc1nsc(NC(=O)c2ccc(CSc3ccccc3)o2)n1	-3	-4	-1.5	-0.3
CCN(CC)CCN1C(=O)C2C(C(=O)Nc3ccc(Cl)cc3)C3C=CC2(O3)C1C(=O)NC1CCCC(C)C1C (centres undefined)	-6	-7	-0.6	-0.1
COc1ccc(-c2cccc(C(=O)NCCN3CCOCC3)n2)cc1	-2	5	1.3	-0.1
COCCN1Cc2cccc(C(=O)NCc3ccccn3)c2C1=O	-2	-1	-1.3	-0.1
Cc1nc2ccccc2n1Cc1ccc(C(=O)NCc2ccccc2Cl)o1	4	-1	-1.0	0.8
COCCNCCC1CCC(=O)N1Cc1ccc(OC(F)(F)F)cc1 (centres undefined)	9	7	0.2	1.0
COc1ccc2oc(=Nc3ccc(C(=O)O)cc3)c(C(=O)Nc3ccc(F)c(Cl)c3)cc2c1	14	-4	-0.8	-0.1
Fc1ccc(OCCOCCOc2cccc3cccnc23)cc1	-2	-4	0.0	0.0
CCCOc1ccc(OCCOCCNCc2ccccc2)cc1	36	10	-0.9	-0.2
COCCn1cnc2sc3c(c2c1=O)CCC(N1CCN(c2ccccc2)CC1)C3 (centres undefined)	0	-1	4.5	0.3
CCC1=NN2C(=N)/C(=C/c3ccc(-c4ccc(C(=O)O)cc4)o3)C(=O)N=C2S1	-11	-7	-0.6	0.0
COc1ccc(-c2cc(C(F)(F)F)n3ncc(C(=O)N4CCN(c5ccccc5OC)CC4)c3n2)cc1OC	-1	-4	-0.9	0.0
COc1ccc(N2C(=O)NC(=O)C(Cc3ccc(OC)c(OC)c3)C2=O)cc1 (centres undefined)	-3	-2	1.2	0.1
CCN(C(=O)c1cnc2ccc(C)cn2c1=O)c1ccccc1	14	7	-1.9	1.5
COc1ccccc1-c1cc2nc(C)c(CCC(=O)NCCCOC(C)C)c(C)n2n1	-4	6	0.8	-0.1
CC1CCC(NC(=O)CN(C)S(=O)(=O)c2ccc3c(c2)CCC(=O)N3)CC1 (centres undefined)	10	5	-1.3	0.5
Oc1c(C(c2ccc(C(F)(F)F)cc2)N2CCOCC2)ccc2cccnc12 (centres undefined)	17	82*	1.0	-0.1

3 of the compounds above, with each value named.
COCCN1Cc2cccc(C(=O)NCc3ccccn3)c2C1=O
  MITF primary: -2	TEAD-YAP inh: -1	GPR151 activ: -1.3	FBW7 activator: -0.1

Cc1nc2ccccc2n1Cc1ccc(C(=O)NCc2ccccc2Cl)o1
  MITF primary: 4	TEAD-YAP inh: -1	GPR151 activ: -1.0	FBW7 activator: 0.8

COCCNCCC1CCC(=O)N1Cc1ccc(OC(F)(F)F)cc1 (centres undefined)
  MITF primary: 9	TEAD-YAP inh: 7	GPR151 activ: 0.2	FBW7 activator: 1.0

(continued)
SMILES	MITF primary	TEAD-YAP inh	GPR151 activ	FBW7 activator
Cc1ncc(-c2ccncc2)c(C2CCCN(C(=O)c3cnn(C(C)C)c3)C2)n1 (centres undefined)	6	-16	-0.7	-0.1
CCCOC(=O)C(Cc1ccccc1)NC(=O)c1ccccc1 (centres undefined)	3	-1	1.7	0.0
Cc1ccccc1C(=O)Nc1ccc(S(=O)(=O)Nc2ccccc2)cc1	-3	-2	2.5	-0.2
Fc1ccc(F)c(-c2csc(NCc3ccco3)n2)c1	12	-50	-1.9	0.1
CCOc1c(C(N)=O)cc([N+](=O)[O-])cc1[N+](=O)[O-]	i	-12	1.4	0.3
Cc1ccccc1NS(=O)(=O)c1cc(S(C)(=O)=O)ccc1Cl	-21	-10	-0.6	0.0
CC(=O)c1c(C)oc2ccc(N(C(=O)c3ccc(C)cc3)S(=O)(=O)c3cccc([N+](=O)[O-])c3)cc12	-4	-8	0.9	-0.2
COc1cc(C(=O)Nc2c3c(nn2-c2ccc(C)cc2)CS(=O)(=O)C3)cc(OC)c1OC	9	11	1.7	-0.1
CCOC(=O)c1ccc(NC(=O)/C=C/c2ccccc2O)cc1	35	-29	0.9	0.2
CCOc1ccc(S(=O)(=O)N2CCN(C)CC2)cc1-c1nc2c(C(C)(C)C)nn(C)c2c(=O)[nH]1	-6	4	5.1*	-0.1
O=C(COc1ccc(Cl)cc1Cl)Nc1nnc(SCC(=O)Nc2nc3ccccc3s2)s1	25	-2	-0.8	0.2
COc1ccc(N2CCN(S(=O)(=O)c3ccc(F)c(C(=O)Nc4cc(C)cc(C)c4)c3)CC2)cc1	21	19	-0.5	0.3
CCN1CCN(C(c2ccc(C)cc2)c2nnnn2Cc2ccc(F)cc2)CC1 (centres undefined)	6	-15	-1.1	0.1
CSc1nc2ccc(NC(=O)C3CC(=O)N(Cc4ccco4)C3)cc2s1 (centres undefined)	18	-2	-2.0	0.0
O=C(O)c1c[nH]c2ccc(S(=O)(=O)N3CCN(c4cccc(Cl)c4)CC3)cc2c1=O	4	-2	-2.0	0.0
CN(C)c1ccc(C(=O)N2CCCC2c2nc(-c3ccncc3)n[nH]2)cc1 (centres undefined)	12	9	-0.4	-0.1
CCOC(=O)c1c(NC(=O)COC(=O)c2ccc(N)c([N+](=O)[O-])c2)sc2c1CCCC2	0	0	1.8	0.1
CC(C)n1cnc2c(Nc3ccc4c(c3)OCO4)nc(Nc3ccc(-n4ccnc4)cc3)nc21	6	39*	-0.8	-0.2
CN(C)N1C(N)=C(C#N)C(c2ccc3c(c2)OCO3)C2=C1CC(C)(C)CC2=O (centres undefined)	12	6	2.0	0.7
O=c1oc(-c2cccc(S(=O)(=O)N3CCCCC3)c2)nc2ccccc12	6	2	-1.4	0.5
O=C(/C=C/c1ccco1)OCC(=O)c1ccc(Cl)cc1	-2	-6	-1.1	0.8
COC(=O)C1C(=O)C2=C(CC1C)NC(=O)CC2c1ccc(Cl)cc1Cl (centres undefined)	-20	-7	1.7	0.2
Cc1cccc(NC(=O)C2(S(=O)(=O)c3ccc(Cl)cc3)CC2)c1	-8	-9	-0.7	4.7*
O=C(CNC(=O)c1cccc(F)c1)N/N=C/c1ccc(O)cc1	2	6	0.0	0.0
O=C1c2ccc([N+](=O)[O-])cc2C(=O)N1CNc1ccccc1	-12	7	0.5	-0.1
O=C(c1ccccc1)N1N=C(C(F)(F)F)CC1(O)c1ccc([N+](=O)[O-])cc1 (centres undefined)	4	-32	0.0	-0.2
CN(C)Nc1c(C(F)(F)F)c(C(F)(F)C(F)(F)F)nn1C	-8	-4	-0.4	0.1
COc1ccc(C(C)NC(=O)c2cccc([N+](=O)[O-])c2)cc1OC (centres undefined)	14	6	-1.8	0.0
COc1ccc(C2CC(=O)C(C)(C)O2)cc1 (centres undefined)	-1	-12	0.0	0.2
CC(NC(=O)c1ccc2c(c1)OCCO2)C12CC3CC(CC(C3)C1)C2 (centres undefined)	-1	-1	-0.8	0.0
CN1C(=O)c2ccc(NC(=O)c3ccc(C#N)cc3)cc2C1=O	-9	2	-1.7	0.6
CCOC(=O)CSc1ncnc2c1nnn2-c1ccc(F)cc1	0	1	-0.9	-0.1
O=C(Cc1c(C(=O)O)[nH]c2ccc(Cl)cc12)NCc1ccc(F)cc1	8	5	0.6	0.0
CCn1c(=O)n(CC(N)=O)c2cccnc21	-3	-13	1.4	-0.1
Cc1cc2ccccn2c1/C=C/C(=O)C(F)(F)F	9	3	1.2	-0.1
COc1ccc(N(CC(=O)NC(C)(C)C)C(=O)c2csnn2)cc1	5	-3	-0.7	0.1
O=C(NC1CCN(Cc2ccccc2)CC1)c1cccc(N2CCc3ccccc3C2)c1	18	-2	-1.1	0.1
Cc1ccc(Nc2c(-c3ccc(O)cc3)nc3cnccn23)cc1	-13	-26	-0.5	-0.1
Cc1ccc(F)cc1Nc1ncnc2c1cnn2C	4	-1	-0.3	0.1
COc1ccc(O)c(C(=O)c2coc(=N)c(C(=O)Nc3ccc(Cl)cc3)c2)c1	-1	-4	2.1	-0.3
CCC(Sc1nc2c(sc(=S)n2-c2ccccc2C)c(=O)n1-c1ccccc1)C(=O)NCc1ccco1 (centres undefined)	-4	17	0.8	0.0
CCN(CC)C(=O)c1cc2c(n(-c3ccccc3)c1=O)CC(C)(C)CC2=O	-5	8	-0.9	0.5
CCOC(=O)C1=C(C)N=c2s/c(=C\c3ccc(Br)cc3)c(=O)n2C1c1ccc(F)cc1 (centres undefined)	-3	6	0.4	0.0
Cc1nn2c(C(F)(F)F)cc(-c3ccccc3)nc2c1-c1ccc(Cl)cc1	16	-8	-0.5	0.8
O=C(CCCCCn1c(=O)[nH]c2ccccc2c1=O)N1CC=C(c2ccccc2)CC1	14	11	0.1	0.1
CC1=C(C(=O)NCCCN2CCCC2=O)C2(CCCCC2)OC1=O	3	2	1.5	-0.1
Cc1nc2nc[nH]n2c(=O)c1CCC(=O)NC1CCCCCC1	-4	-6	-1.2	-0.1
Cc1ccc2nc(-c3ccccc3)c(-c3ccccc3)nc2c1	-2	2	1.0	0.7
Cn1c(=O)c2c(nc(N3CCN(Cc4ccccc4)CC3)n2Cc2c(Cl)cccc2Cl)n(C)c1=O	14	1	1.0	0.1
CCCCn1nnnc1SCC(=O)c1ccc(C)c(C)c1	7	-13	2.7	-0.3
N#Cc1cc2c(=O)n3ccccc3nc2n(CC2CCCO2)c1=O (centres undefined)	5	0	3.3	0.0
COc1cccc(NC(=O)C(=O)NCC2CCCN2S(=O)(=O)c2ccccc2)c1 (centres undefined)	-5	-55	1.8	0.1
COC(=O)c1cc(NC(=S)NC(=O)c2ccccc2F)cc(C(=O)OC)c1	-5	-3	0.5	0.3
OCCN1CCN(c2cc(-c3ccncc3)nc(-c3ccccn3)n2)CC1	2	6	1.8	-0.2
O=C(c1ccc([N+](=O)[O-])cc1)N(Cc1ccc(Br)cc1)N1C(=O)CCCC1=O	-3	-6	0.2	-0.1
CCC(Sc1nccn1C)C(=O)Nc1cc(C)on1 (centres undefined)	7	-24	-0.2	-0.1
O=C(CSc1nc2ccsc2c(=O)n1-c1ccccc1)NCCc1ccccc1	8	6	0.4	0.3
Cc1cc(Cl)ccc1OCCCC(=O)N1N=CCC1(O)C(F)(F)F (centres undefined)	6	9	0.9	-0.2
COc1ccc(C)cc1N(C)C(=O)c1nn(C)c2c1COc1ccccc1-2	13	4	0.1	0.4
CCOc1ccccc1CNC(=O)C1CCN(C(=O)N2CCOc3ccccc32)CC1	-8	-11	2.7	-0.1
Later entries.
SMILES	MITF primary	TEAD-YAP inh	GPR151 activ	FBW7 activator
CCOC(=O)c1nc(Nc2ccc(CC)cc2)sc1C	-7	-50	1.8	0.1
CC(C)Cc1nnc(NC(=O)c2nc(S(C)(=O)=O)ncc2Cl)s1	-4	-5	0.0	-0.2
Cc1cc(C)cc(NC(=O)C2CCCN(c3nn4c(=O)cc(C)nc4s3)C2)c1 (centres undefined)	8	-4	-1.0	0.7
O=C(COc1ccccc1)N1CCOc2ccc(CN3CCCCC3CO)cc2C1 (centres undefined)	-10	-2	0.1	0.0
CCCNc1nc(N2CCCC(C(=O)N(CC)CC)C2)ncc1C (centres undefined)	6	-6	-1.8	-0.2
Cc1ccc(-c2noc(CCC(=O)N3CCCC(C)C3)n2)cc1 (centres undefined)	11	3	0.1	-0.1
CC(C)(CO)NCc1cc(I)ccc1OCc1ccccc1	27	4	-1.4	0.1
O=C(c1ccncc1)N1CCN(C(=O)c2ncoc2-c2ccc3ccccc3c2)CC1	-15	-5	1.9	0.0
NC(=O)COc1ccc(S(=O)(=O)c2ccc(OCC(N)=O)cc2)cc1	-5	0	-0.4	0.4
CN(C)c1ccc(NC(=O)CCN2C(=O)c3cccc([N+](=O)[O-])c3C2=O)cc1	18	1	-0.5	-0.1

Fetched by compound from above:
SMILES	MITF primary	TEAD-YAP inh	GPR151 activ	FBW7 activator
CCCNc1nc(N2CCCC(C(=O)N(CC)CC)C2)ncc1C (centres undefined)	6	-6	-1.8	-0.2
CCOC(=O)c1nc(Nc2ccc(CC)cc2)sc1C	-7	-50	1.8	0.1
O=C(c1ccncc1)N1CCN(C(=O)c2ncoc2-c2ccc3ccccc3c2)CC1	-15	-5	1.9	0.0
